14-3-3g Raf: 14-3-3 gamma protein interaction modulation. P61981. FP, 14-3-3gamma / TMR-pS259-Raf peptide binding. inhibition, % at 40 µM. actives 0.19% (n = 160,000). AID 422; in the data active means inhibition above about 30%;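 further: 0% = protein plus tracer without compound and 100% = blank with tracer alone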
Target sequence (P61981 whole entry, looked up): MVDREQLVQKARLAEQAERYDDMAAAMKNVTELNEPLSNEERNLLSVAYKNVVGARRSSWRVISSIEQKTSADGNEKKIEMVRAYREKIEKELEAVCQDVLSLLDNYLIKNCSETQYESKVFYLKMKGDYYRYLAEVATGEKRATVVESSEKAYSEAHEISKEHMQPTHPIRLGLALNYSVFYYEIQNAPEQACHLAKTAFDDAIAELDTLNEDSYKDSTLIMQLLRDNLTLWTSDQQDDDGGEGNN
The depositor's hits bear a star; & = joins results of further samples. These rows are one share of the data (hit frequency here may not be typical).

The first 15 compounds as a preview:
For COc1cc2c(=O)n(CC3CCCO3)c(=O)n(CC(=O)Nc3ccc(F)cc3F)c2cc1OC (stereo not given) the results were 14-3-3g Raf 0.
Cc1ccc(Nc2ncnc3nc[nH]c23)cc1Cl was read as 14-3-3g Raf 3.
Screening CCN1C(=O)c2cccc3c(S(=O)(=O)Nc4ccccn4)ccc1c23 returned 14-3-3g Raf -11&-9.
Screening NC(=O)NC1CCS(=O)(=O)C1 (stereo not given) returned 14-3-3g Raf 1.
`CCCCC(=O)Nc1c2c(nn1-c1ccc(C)cc1C)CS(=O)(=O)C2` gave 14-3-3g Raf -9.
For Cc1cc(C)n2c(SCC(=O)O)nnc2n1 the results were 14-3-3g Raf 2.
`CCCC(c1nnnn1Cc1ccccc1)N1CCN(c2ccccc2OC)CC1` (stereo not given) gave 14-3-3g Raf -4.
Screening CCCOCCOC(=O)C1=C(C)NC(=O)NC1c1cccc(Br)c1 (stereo not given) returned 14-3-3g Raf 1.
Screening CCCCn1c(SCC(=O)Nc2cc(C)on2)nnc1-c1cccnc1 returned 14-3-3g Raf 0.
`O=C(CCC1CCCC1)Nc1c2c(nn1-c1ccc([N+](=O)[O-])cc1)CSC2` gave 14-3-3g Raf -6.
For CCc1c(O)nc(SCc2ccc(F)cc2)[nH]c1=O the results were 14-3-3g Raf -5.
`O=c1cc(-c2ccc(Cl)s2)[nH][nH]1` gave 14-3-3g Raf 2.
For Cc1ccc(F)cc1NC(=O)c1cccc(N(C)C)c1 the results were 14-3-3g Raf -2.
For COCCOCCOCCC(=O)NC1CC2CCC1(C)C2(C)C (stereo not given) the results were 14-3-3g Raf -2.
CCCS(=O)(=O)N1CCCC(C(=O)N2CCN(Cc3ccccc3)CC2)C1 (stereo not given) was read as 14-3-3g Raf 3.

The whole of this part, from the first entry:
For COc1cc2c(=O)n(CC3CCCO3)c(=O)n(CC(=O)Nc3ccc(F)cc3F)c2cc1OC (stereo not given) the results were 14-3-3g Raf 0.
Cc1ccc(Nc2ncnc3nc[nH]c23)cc1Cl was read as 14-3-3g Raf 3.
Screening CCN1C(=O)c2cccc3c(S(=O)(=O)Nc4ccccn4)ccc1c23 returned 14-3-3g Raf -11&-9.
Screening NC(=O)NC1CCS(=O)(=O)C1 (stereo not given) returned 14-3-3g Raf 1.
`CCCCC(=O)Nc1c2c(nn1-c1ccc(C)cc1C)CS(=O)(=O)C2` gave 14-3-3g Raf -9.
For Cc1cc(C)n2c(SCC(=O)O)nnc2n1 the results were 14-3-3g Raf 2.
`CCCC(c1nnnn1Cc1ccccc1)N1CCN(c2ccccc2OC)CC1` (stereo not given) gave 14-3-3g Raf -4.
Screening CCCOCCOC(=O)C1=C(C)NC(=O)NC1c1cccc(Br)c1 (stereo not given) returned 14-3-3g Raf 1.
Screening CCCCn1c(SCC(=O)Nc2cc(C)on2)nnc1-c1cccnc1 returned 14-3-3g Raf 0.
`O=C(CCC1CCCC1)Nc1c2c(nn1-c1ccc([N+](=O)[O-])cc1)CSC2` gave 14-3-3g Raf -6.
For CCc1c(O)nc(SCc2ccc(F)cc2)[nH]c1=O the results were 14-3-3g Raf -5.
`O=c1cc(-c2ccc(Cl)s2)[nH][nH]1` gave 14-3-3g Raf 2.
For Cc1ccc(F)cc1NC(=O)c1cccc(N(C)C)c1 the results were 14-3-3g Raf -2.
For COCCOCCOCCC(=O)NC1CC2CCC1(C)C2(C)C (stereo not given) the results were 14-3-3g Raf -2.
CCCS(=O)(=O)N1CCCC(C(=O)N2CCN(Cc3ccccc3)CC2)C1 (stereo not given) was read as 14-3-3g Raf 3.
For COc1ccc(C(=O)N(Cc2ccc(N(C)C)cc2)C2CCS(=O)(=O)C2)cc1 (stereo not given) the results were 14-3-3g Raf -5&1.
Cc1coc2c(O)cc3c(c12)OC1(N2CCCCC2)C(=O)NCCCC31 (stereo not given) was read as 14-3-3g Raf 17.
Screening Cc1nn(C)c(C)c1Sc1ccc(Br)cc1 returned 14-3-3g Raf -1&-10.
`CCCn1c(SCC(=O)O)nc2ccccc21` gave 14-3-3g Raf -4.
For CCOC(=O)c1ccc(N2C(=O)CC(NC3CCN(Cc4ccccc4)CC3)C2=O)cc1 (stereo not given) the results were 14-3-3g Raf -6.
`Cc1ccc(-c2nnc(N3CCN(C)CC3)c3ccccc23)cc1C` gave 14-3-3g Raf -9.
For CC(=O)N(Cc1ccccn1)Cc1ccco1 the results were 14-3-3g Raf -1.
Screening Cc1c(NS(=O)(=O)c2ccc(F)cc2)c(=O)n(-c2ccccc2)n1C returned 14-3-3g Raf -167.
`CCOC(=O)C1=C(C)Nc2ncnn2C1c1ccccc1OC(F)F` (stereo not given) gave 14-3-3g Raf 5.
For O=c1[nH]c(NCCO)nc2ncn(Cc3ccccc3)c12 the results were 14-3-3g Raf 3.
CCOC(=O)N1CCN(Cc2ccccn2)CC1 was read as 14-3-3g Raf 1.
`CC(C)c1ccc(S(=O)(=O)N2CCN(CC(=O)Nc3ccccc3F)CC2)cc1` gave 14-3-3g Raf 2.
Screening CCn1c2ccccc2c2nnc(SCC(=O)c3ccccc3)nc21 returned 14-3-3g Raf -18&3.
Screening COc1ccc(-c2nn(-c3ccccc3)cc2C=Nc2c(C)n(C)n(-c3ccccc3)c2=O)cc1 returned 14-3-3g Raf 6.
Cc1cc(C)c(Cc2c(C)nc3c(C(=O)NCc4ccc(Cl)cc4)cnn3c2C)c(C)c1 was read as 14-3-3g Raf -5.
Cc1ccccc1-c1noc(-c2ccccc2C(=O)N2CCCC2)n1 was read as 14-3-3g Raf -2.
Screening Cc1ccc(C2C(C#N)=C(N)Oc3c2sc2ccccc32)o1 (stereo not given) returned 14-3-3g Raf -41.
For CC(C)(C)NC(=O)Cn1nnc(-c2ccc(S(C)(=O)=O)cc2)n1 the results were 14-3-3g Raf -4.
Cc1nccn1C(C)CC(=O)O (stereo not given) was read as 14-3-3g Raf -3.
`C/C(Cl)=C/Cn1c(N2CCCC2)nc2c1c(=O)n(C)c(=O)n2C` gave 14-3-3g Raf -5.
Screening CC(C)CCSc1nc(N2CCOCC2)c2c(c1C#N)CC(C)(C)OC2 returned 14-3-3g Raf -4.
Screening CCOCCCNC(=O)c1cn(CC)c2nc(C)ccc2c1=O returned 14-3-3g Raf -1.
Screening O=C(Nc1cccc2nsnc12)c1cccc(OCc2ccccc2)c1 returned 14-3-3g Raf -112.
`CC(NC(=O)c1ccccc1)c1nc2ccccc2[nH]1` (stereo not given) gave 14-3-3g Raf -2.
O=C(Nc1nc2ccccc2s1)c1ccc(NC(=O)C2CCCCC2)cc1 was read as 14-3-3g Raf 3.
For O=C(Nc1scc(-c2ccc(F)cc2)c1C(=O)O)c1ccco1 the results were 14-3-3g Raf -4.
`O=C1N(c2ccccc2)C(c2ccc(Cl)cc2)N2CCCN12` (stereo not given) gave 14-3-3g Raf 1.
`CCOC(=O)N1CCN(CC(=O)Nc2c(C(=O)OC)[nH]c3ccc(Cl)cc23)CC1` gave 14-3-3g Raf -3.
Screening c1ccc(-c2nc3cc4ccccc4cc3nc2-c2ccsc2)cc1 returned 14-3-3g Raf -59.
`CC(=O)Nc1nc(C)c(Oc2ccccc2)c(=O)[nH]1` gave 14-3-3g Raf -4.
For O=C(CCN1CCCC1)Nc1cccc(Br)c1 the results were 14-3-3g Raf -6.
Cc1cccc(NC(=O)c2cc(-c3ccccc3Cl)nc3ccccc23)c1 was read as 14-3-3g Raf -6.
CC1CCCC(N2CC(=O)N(C3CC3)C(c3ccc(F)cc3)C2=O)C1C (stereo not given) was read as 14-3-3g Raf -3.
For CCCCc1ccc(NC(=O)COCC)cc1 the results were 14-3-3g Raf -9.
COc1cccc(C2c3c(oc4ccc(F)cc4c3=O)C(=O)N2CCCN2CCOCC2)c1 (stereo not given) was read as 14-3-3g Raf -10.
For COc1ccc2nc(NC(=O)CCNS(=O)(=O)c3cccc4nsnc34)sc2c1 the results were 14-3-3g Raf 4.
CC(C)NC(=O)CN(Cc1ccc(Br)cc1)S(=O)(=O)c1ccccc1 was read as 14-3-3g Raf 6.
`COc1cccc(OC(=O)c2ccc(C(C)(C)C)cc2)c1` gave 14-3-3g Raf -1.
Screening CCOC(=O)c1c(CN(C)C)n(C)c2ccc(OC(C)=O)cc12 returned 14-3-3g Raf -6.
For COc1ccc(NC(=O)c2cccnc2)c(OC)c1 the results were 14-3-3g Raf 5&-6.
Screening COc1cccc(C2C3=C(CC(c4ccc(C)cc4)CC3=O)Nc3ccccc3N2C(=O)c2cc(OC)c(OC)c(OC)c2)c1 (stereo not given) returned 14-3-3g Raf -4.
`Cc1ccccc1NC(=O)c1ocnc1C` gave 14-3-3g Raf -6.
CN(CC1CCCO1)S(=O)(=O)c1ccc(C(=O)Nc2nc(-c3ccccn3)cs2)cc1 (stereo not given) was read as 14-3-3g Raf -3.
Cc1cc(C)nc(NC(=O)CCCC(=O)O)c1 was read as 14-3-3g Raf -2.
`O=C(O)C1CCCN1C(=O)c1cncc(Br)c1` (stereo not given) gave 14-3-3g Raf -5.
O=[N+]([O-])c1cccc(C=Nc2ccc3oc(-c4cccc(F)c4)nc3c2)c1 was read as 14-3-3g Raf -44.
COC(=O)C1=C(C)NC2=C(C(=O)CC(c3ccccc3)C2)C1c1ccccc1[N+](=O)[O-] (stereo not given) was read as 14-3-3g Raf -9.
`COc1ccc(C2CC(C(F)(F)F)n3ncc(C(=O)Nc4sc5c(c4C(=O)OC(C)C)CCCC5)c3N2)cc1` (stereo not given) gave 14-3-3g Raf -1.
Screening O=C(CN(Cc1ccco1)C(=O)CNS(=O)(=O)c1ccc(Cl)cc1)NCc1ccc(F)cc1 returned 14-3-3g Raf -5.
Cc1cccc(CCNC(=O)c2cn(CC(C)C)c(=O)c3c2c2ccccc2n3C)c1 was read as 14-3-3g Raf 2.
Screening O=C(O)CCCC(=O)Nc1cccc2cccnc12 returned 14-3-3g Raf -7&-5.
O=C(O)c1ccccc1Oc1ccccc1 was read as 14-3-3g Raf 2.
Screening COC1=C(OC)C(=O)c2ccccc2C1=O returned 14-3-3g Raf 3.
Screening COc1ccccc1N1CCN(c2ccc([N+](=O)[O-])cc2C(=O)O)CC1 returned 14-3-3g Raf -12.
Screening CN1CCN(C(=O)c2ccc(Cn3cc(Cl)cn3)o2)CC1 returned 14-3-3g Raf 1.
`CCc1ccc(NC2=C(Cl)C(=O)N(c3cccc(Cl)c3)C2=O)cc1` gave 14-3-3g Raf -3.
For CC1=C(C(=O)Nc2ccc(C)cc2)C(c2ccc(Cl)cc2)n2ncnc2N1 (stereo not given) the results were 14-3-3g Raf 8.
`COc1ccc(OC)c(NC(=O)CN(C)S(=O)(=O)c2ccc(Br)s2)c1` gave 14-3-3g Raf 0.
For Cc1ccccc1CS(=O)(=O)c1ccc(C(=O)N2CCCC2)cc1[N+](=O)[O-] the results were 14-3-3g Raf -7.
c1cncc(Nc2nc(-c3cccs3)cs2)c1 was read as 14-3-3g Raf 9.
O=c1c2ccccc2oc2nc(-c3ccco3)n(CCc3ccccc3)c(=O)c12 was read as 14-3-3g Raf -11.
`COc1cccc(-c2cc(C(F)(F)F)nc(-n3nc(C(F)(F)F)cc3C)n2)c1` gave 14-3-3g Raf 0.
Cc1ccc2oc(-c3ccc(NC(=O)c4ccc(Br)cc4)cc3)nc2c1 was read as 14-3-3g Raf -23.
CC(=O)NC(=O)NC1OC(=O)C(Cl)=C1Cl (stereo not given) was read as 14-3-3g Raf -7.
For Cc1cc(C(=O)NCCN2CCN(c3cccc(Cl)c3)CC2)n(-c2ccccc2)n1 the results were 14-3-3g Raf -4.
`CCOC(=O)CCC(=O)N1CCc2ccccc21` gave 14-3-3g Raf -8.
Screening O=C(Oc1ccc2c(=O)c(Oc3ccccc3Br)coc2c1)c1cccc(Br)c1 returned 14-3-3g Raf -28.
`Cc1ccc(C(=O)O)cc1NC(=O)c1cc2cc(Br)ccc2oc1=O` gave 14-3-3g Raf -6.
For CCOC(=O)c1sc2ncnc(Nc3ccccc3)c2c1C the results were 14-3-3g Raf -10.
`Cc1ccc(N2CC(C(=O)OCC(=O)c3ccc(Cl)cc3)CC2=O)cc1` (stereo not given) gave 14-3-3g Raf -8.
`COc1cc(OC)nc(NC(=O)CSc2nnc(-c3ccccc3)n2C2CCCCC2)n1` gave 14-3-3g Raf -5.
`CCCCc1c(O)nc(SCC(=O)Nc2ccc3c(c2)CCC3)[nH]c1=O` gave 14-3-3g Raf -4.
Screening COc1cccc(C(=O)N=c2sc3cc(F)ccc3n2C)c1 returned 14-3-3g Raf -8.
O=C1c2ccccc2NC2(C(=O)N(Cc3ccccc3Cl)c3ccccc32)N1CCc1ccccc1 (stereo not given) was read as 14-3-3g Raf -7.
`CC(NC(=O)c1cc2c(=O)n3ccccc3nc2s1)c1ccccc1` (stereo not given) gave 14-3-3g Raf -12.
Screening O=C(NCc1ccccc1Cl)C1CCC(CNS(=O)(=O)c2ccc(F)cc2)CC1 (stereo not given) returned 14-3-3g Raf 0.
For Cn1c(=O)c2c(nc(SC(c3ccccc3)c3ccccc3)n2C)n(C)c1=O the results were 14-3-3g Raf 2.
`CCOc1cc(C2C3=C(CCCC3=O)NC3=C2C(=O)CCC3)cc(Cl)c1O` gave 14-3-3g Raf -2&2.
`CCc1ccccc1NC(=O)c1ccoc1C` gave 14-3-3g Raf 0.
Cc1cc(C)cc(OCC(=O)Nc2ccc3oc(-c4cccc(C)c4)nc3c2)c1 was read as 14-3-3g Raf -5.
`Cc1c(Cl)cccc1N1C(=O)CC(Sc2nc3ccccc3s2)C1=O` (stereo not given) gave 14-3-3g Raf -44.
`COc1ccc(C2C(C(=O)NCC3CCCO3)c3cc(OC)c(OC)cc3C(=O)N2C)cc1OC` (stereo not given) gave 14-3-3g Raf -6.
Screening Cc1ccc(S(=O)(=O)N(C)c2cc(S(=O)(=O)N3CCOCC3)c(C)cc2C)cc1 returned 14-3-3g Raf -11.
`CNS(=O)(=O)c1cc(-c2nnc(Nc3ccc4c(c3)OCO4)c3ccccc23)ccc1C` gave 14-3-3g Raf -6.
Screening CC(=O)Nc1cccc(NC(=O)C2CCCN2C(=O)Nc2cccc(C)c2)c1 (stereo not given) returned 14-3-3g Raf -7.
COc1ccc(NC(=O)C2CCCN2S(=O)(=O)c2ccc3c(c2)CCC(=O)N3)c(OC)c1 (stereo not given) was read as 14-3-3g Raf -23.
Screening O=C(Nc1ccccc1)N1CCn2c1nc1ccccc12 returned 14-3-3g Raf 0.

A portion from the list above:
Screening O=C(NCc1ccccc1Cl)C1CCC(CNS(=O)(=O)c2ccc(F)cc2)CC1 (stereo not given) returned 14-3-3g Raf 0.
For Cn1c(=O)c2c(nc(SC(c3ccccc3)c3ccccc3)n2C)n(C)c1=O the results were 14-3-3g Raf 2.

Compound activity deposited in PubChem by Emory University Molecular Libraries Screening Center.
